# MsrA inh: inhibits bovine methionine sulfoxide reductase A; 0.75% of 360,000 active; purified bovine MsrA, absorbance read-out; inhibition, % at 15.5 µM; in the data active = inhibition above about 4.5%;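 note: 0% = vehicle wells with enzyme and 100% = reference inhibitor wells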
# bovine MsrA act: activates bovine MsrA enzyme; purified bovine MsrA, absorbance read-out; activation, % at 10.6 µM; 0.3% of 360,000 active; in the data active = activation above about 7.5%;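 note: 0% = vehicle and 100% = reference activator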
# PABP1 MLLE inh: inhibitors of microRNA-mediated deadenylation, human PABP1 MLLE binding. inhibition, % at 20 µM. 0.36% of 360,000 active. P11940. GST-MLLE / FITC-PAM2 fluorescence polarization. AID 588489; in the data active = inhibition above about 35%, passing the limit was not always enough;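 note: plate controls were DMSO wells with GST-MLLE for no effect and wells lacking GST-MLLE protein for full effect; some results filed as inactive read as strong as hits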
# Target sequence (P11940 whole entry, looked up): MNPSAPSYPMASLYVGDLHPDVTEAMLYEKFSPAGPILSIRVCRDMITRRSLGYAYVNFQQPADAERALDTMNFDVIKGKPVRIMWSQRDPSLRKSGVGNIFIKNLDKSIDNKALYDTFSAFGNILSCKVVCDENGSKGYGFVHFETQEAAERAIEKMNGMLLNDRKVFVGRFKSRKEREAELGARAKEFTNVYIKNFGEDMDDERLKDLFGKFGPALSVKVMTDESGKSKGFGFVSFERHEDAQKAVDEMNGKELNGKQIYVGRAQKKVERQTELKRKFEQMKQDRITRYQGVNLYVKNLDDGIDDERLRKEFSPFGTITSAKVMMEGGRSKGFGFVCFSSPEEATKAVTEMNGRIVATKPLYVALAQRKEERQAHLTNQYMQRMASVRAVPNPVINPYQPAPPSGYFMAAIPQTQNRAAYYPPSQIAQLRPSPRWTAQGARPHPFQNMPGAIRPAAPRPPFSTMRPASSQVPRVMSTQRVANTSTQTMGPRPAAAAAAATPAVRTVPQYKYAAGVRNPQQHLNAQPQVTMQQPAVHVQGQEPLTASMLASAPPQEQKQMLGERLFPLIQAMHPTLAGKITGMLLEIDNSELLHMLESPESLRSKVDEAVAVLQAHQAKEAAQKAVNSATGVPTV
# E coli Lon inh: E. coli protease La inhibition. P0A9M0. purified E. coli Lon protease, fluorescence polarization. inhibition, % at 7.94 µM. 0.42% of 360,000 active; in the data active = inhibition above about 13%, passing the limit was not always enough;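 note: 0% = enzyme with probe and DMSO and 100% = no enzyme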
# SKN-1 inh: inhibitors of C. elegans SKN-1 | inhibition, % at 21.8 µM | AID 624304 | C. elegans VP596 Pgst-4::GFP/RFP ratio, acrylamide-induced, 24 h | 0.49% of 360,000 active;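 active = interference check ratio from 0.5 to 1.5 plus GFP to RFP signal ratio inhibition reaching or exceeding a fixed threshold, cut at about 30% in these data, passing the limit was not always enough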; note: some compounds called inactive have numbers as strong as hits
# FAS TE block: inhibitors of human fatty acid synthase thioesterase domain. 0.67% of 360,000 active. recombinant FAS-TE, OMFH fluorogenic substrate, fluorescence endpoint. inhibition, % at 15 µM. P49327;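 active = compounds whose normalised, plate-corrected inhibition of enzyme fluorescence in the single-dose primary screen is 50% or more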;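 note: 0% = DMSO with enzyme and 100% = substrate without enzyme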
# MT1-MMP act inh: inhibitors of human MT1-MMP activation. P50281. HT1080 RFP-PRO-GFP cells, GFP/RFP ratio fluorescence, overnight; percent of plate control window, DMSO zero. GFP/RFP ratio change, % at 20 µM. 0.061% of 360,000 active. AID 651647;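 active = GFP/RFP ratio change of at least 30% with cell ATP level not reduced by more than half and red fluorescence within 50% of control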; note: strong numbers were not always called active
#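 Read-out: GFP/RFP fluorescence ratio; Test system: RFP-PRO-GFP reporter HT1080 cells; Compound dosing: single-point 20 µM compound, 1% DMSO; Times: overnight compound exposure at 37 °C.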
# Tb MetRS inh: Trypanosoma brucei MetRS inhibition. 0.4% of 360,000 active. purified T. brucei MetRS, ATP depletion, Kinase-Glo luminescence. AID 624268. inhibition, % at 11.9 µM;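 active = inhibition above a per-plate cutoff of the control wells' mean inhibition plus 3 SD, cut at about 5.5% in these data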;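 note: 0% = DMSO wells median and 100% = median of wells with control inhibitor compound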
#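 System: purified T. brucei MetRS enzyme / Detection: Kinase-Glo luciferase luminescence reporting remaining unconsumed ATP / Medium: HEPES buffer with MgCl2, KCl, DTT, spermine, BSA, pyrophosphatase / Replication: singlicate, one well per compound / Evaluation: percent inhibition relative to median high and low control wells / Schedule: 2 h aminoacylation at 25 °C after 15 min preincubation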
# NRP1-CendR mod: alters CendR peptide binding to human NRP-1. O14786. FAM-RPARPAR peptide binding to NRP-1, fluorescence polarization. inhibition, % at 25 µM. 0.85% of 360,000 active. AID 602438;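 active = inhibition or corrected inhibition above about 18%, plus a signal ratio from 0.5 to 1.5, limit read from the data, passing the limit was not always enough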; note: strong numbers were not always called active
# * marks the source's active call; other numbers are inactive results; x = no result given; & = joins results of further samples.
SMILES,MsrA inh,bovine MsrA act,PABP1 MLLE inh,E coli Lon inh,SKN-1 inh,FAS TE block,MT1-MMP act inh,Tb MetRS inh,NRP1-CendR mod
Cc1ccc(N(C(=O)c2csnn2)C(C(=O)NC(C)(C)C)c2cccnc2)cc1 (stereo not given),-0.5,-1,3,6,7,-5,-1,-0.2,-8
Cc1ccc(-n2nc(C(=O)O)c(O)cc2=O)cc1,0.7,-1,5,-12,-6,-6,1,-0.3,10
COc1ccc(NC(=S)N(CCc2nc3cc(C)c(C)cc3[nH]2)Cc2cccnc2)cc1,-0.1,2,-43,-11,-9,4,17,0.8,12
COc1ccc(C)cc1NC(=O)CSc1nnc2ccc(-c3ccncc3)nn12,1.0,-2,17,3,0,-7,3,-0.5,3
OCCNc1nc(N2CCCCC2)nc2ccccc12,-0.5,-2,13,-4,17,-5,1,0.2,7
Cc1cc(=O)[nH]c(SCC(N)=O)c1C#N,0.4,-3,-12,-9,12,3,-5,0.3,3
Cc1nonc1NCn1nnc2ccccc21,0.7,-11,7,-8,-22,-7,1,-2.1,-2
NC(=O)C1CCN(C(=O)CCC(=O)N2CCOc3ccc(Cl)cc32)CC1,-0.3,-2,-6,-8,-19,-8,-2,-0.2,4
O=C(N=C1SC2CS(=O)(=O)CC2N1c1cccc(Cl)c1Cl)C1CC1 (stereo not given),-1.6,-3,-6,-12,-2,-1,-2,0.1,6
Cc1cc(C)n2c(NC3CCCCC3)c(CC(C)C)nc2n1,2.8,-9,x,-10,-2,-2,0,-1.0,-18
C=CCSc1nnc(NC(=O)CSc2nc(CCC)cc(=O)[nH]2)s1,1.3,-7,21,-12,-3,-1,4,-0.5,-8
CCOc1ccc(C2=C/C(=C/c3cccnc3)C(=O)O2)cc1,0.3,4,-46,-41,8,13,-5,-0.1,-39
COC(=O)c1cccc(CSC(=S)N2CCCC2)c1,0.0,-2,0,2,19,12,-2,-0.7,14
Cn1c(N=Nc2ccccc2)nc2ccccc21,1.5,7.7*,8,0,40*,-11,2,-1.9,10
CCCn1c(=O)c(F)cn(Cc2ccc(OC)c([N+](=O)[O-])c2)c1=O,2.0,-3,-7,-9,6,-4,6,-0.6,4
Cc1ccccc1CS(=O)(=O)Cc1ccc(C(=O)N2CCOCC2)o1,-0.3,-4,3,15,8,-7,-3,-0.1,4
Cc1nn(-c2ccccc2)c(C)c1/C=N/NC(=O)CSc1nc2ccccc2c(=O)n1-c1ccccc1,1.0,-5,33,-4,0,25,-6,-0.8,-4
COc1ccc(OC)c(-n2c(C)ccc2-c2ccc(S(C)(=O)=O)cc2)c1,2.9,-4,-2,3,-3,9,2,-1.2,1
COCCCC1CCN(C(=O)C2CCC(=O)N(Cc3ccccc3F)C2)CC1 (stereo not given),1.1,-2,-13,2,34,-5,-1,-0.4,-9
CS(=O)(=O)c1ccc(Cl)c(NC(=O)CCN2C(=O)NC3(CCCC3)C2=O)c1,0.1,-2,-27,-15,0,-8,-2,-0.3,-3
O=C(COC(=O)c1ccc([N+](=O)[O-])s1)NCc1ccc(F)cc1,0.2,26*,1,4,2,0,-1,1.2,-38
COc1cccc(NC(=O)C2(C)CCN2CC2CCCCC2)c1 (stereo not given),0.2,-2,6,-4,7,3,2,-0.1,8
O=C(N/N=C/c1ccc2c(c1)OCO2)c1cccc(NC(=O)c2ccccc2Cl)c1,2.0,2,11,-1,-1,1,-7,0.0,-2
Cc1cc(C)c(NC(=O)Cc2ccc(-n3cccc3)cc2)c(C)c1,1.4,-4,4,-11,10,-7,1,0.0,-10
CCOC(=O)c1c(NC(=O)Cn2nc(C(F)(F)F)cc2C)sc2c1CCC2,-1.2,0,4,-7,4,26,2,-1.2,0
O=C(NC(NC1CCS(=O)(=O)C1)C(Cl)(Cl)Cl)c1cccc(Cl)c1 (stereo not given),-0.6,-11,-3,2,-10,-7,2,-1.0,-8
Cc1cccc(-c2nnc(-c3ccc(N)cc3)o2)c1,0.7,-2,9,-5,18,-6,5,-0.1,3
CC1(C(=O)Nc2cccc(Oc3ccccc3)c2)Cc2c(-c3ccccc3)ccnc2O1 (stereo not given),2.0,-7,1,-8,-12,16,-4,-0.3,-6
Cc1cc(=O)oc2cc(NC(=O)C(CCCN=C(N)N)NC(=O)OCc3ccccc3)ccc12 (stereo not given),0.6,-7,-2,-10,0,6,7,-1.3,4
Cc1cc(O)ccc1NC(=O)c1ccccc1,-0.4,-1,17,0,10,-6,6,-0.7,5
O=C(NCc1ccccc1)C1CCCN(S(=O)(=O)c2cccnc2)C1 (stereo not given),-0.3,1,0,-8,-20,0,-7,-0.3,21
Cc1noc(C)c1C(=O)N(CC(=O)Nc1ccccc1Br)Cc1ccco1,2.2,-2,4,-4,5,-6,4,-0.2,16
CCN(CC)S(=O)(=O)c1cc(OC)c(C)cc1C,1.9,-2,-2,-7,1,-3,4,-0.2,-8
O=C(c1ccc(Cl)cc1)C1CCCN(Cc2cnn(-c3ccccc3)c2)C1 (stereo not given),0.0,-6,-7,-1,10,27,2,3.7,-4
COc1cc(C(=O)Nc2ccc3c(c2)OCO3)ccc1OCc1c(C)noc1C,0.5,-4,-17,2,1,5,0,-0.9,8
Cc1cc(C(=O)COc2ccc(-c3nnco3)cc2)c(C)n1Cc1ccccc1,0.5,0,-26,-14,-12,9,0,-0.6,-10
CCOC(=O)c1cnc(-n2nc(C)cc2C)nc1NC1CCCCC1,0.6,-7,5,-12,-10,13,-12,-1.0,4
O=S(=O)(c1ccc(F)c(F)c1F)N1CCN(C(=S)Nc2ccccc2)CC1,0.1,-10,-72,6,-4,9,-5,-1.1,-11
COC(=O)[C@H](CC(C)C)N(Cc1ccccc1)S(=O)(=O)N(Cc1ccccc1)[C@@H](CC(C)C)C(=O)OC,1.1,-2,16,-7,7,29,-3,-0.1,-13
O=C(NCc1ccccn1)C1CCCN(S(=O)(=O)c2ccccc2)C1 (stereo not given),-0.6,-1,-2,5,18,-7,2,-0.2,9
C=CCSc1nnc(-c2nnc(SCC=C)n2CC)n1CC,2.3,-3,-30,6,16,-4,4,-0.2,1
CCc1cc2c(=O)c(-c3cnn(-c4ccccc4)c3)c(C(F)(F)F)oc2c(CN(C)C)c1O,0.0,5,-9,-11,13,-4,-2,-0.2,-4
CCOC(=O)CSc1nnc(NC(=O)c2cccc([N+](=O)[O-])c2)s1,3.1,-2,9,-6,-3,17,5,-0.4,6
O=C(c1ccoc1)N1CCC2(CC1)Oc1ccc(F)cc1C(=O)C21CC(c2cccnc2)=NO1 (stereo not given),0.4,-4,-2,0,7,9,-4,-0.2,-3
CN(C(=O)C1CCC(=O)N(CCc2ccc(Cl)cc2)C1)C1CCOCC1 (stereo not given),0.2,-5,20,-1,-13,-4,-4,-0.4,12

# The final 5 entries of the part before open the next one.
SMILES,MsrA inh,bovine MsrA act,PABP1 MLLE inh,E coli Lon inh,SKN-1 inh,FAS TE block,MT1-MMP act inh,Tb MetRS inh,NRP1-CendR mod
C=CCSc1nnc(-c2nnc(SCC=C)n2CC)n1CC,2.3,-3,-30,6,16,-4,4,-0.2,1
CCc1cc2c(=O)c(-c3cnn(-c4ccccc4)c3)c(C(F)(F)F)oc2c(CN(C)C)c1O,0.0,5,-9,-11,13,-4,-2,-0.2,-4
CCOC(=O)CSc1nnc(NC(=O)c2cccc([N+](=O)[O-])c2)s1,3.1,-2,9,-6,-3,17,5,-0.4,6
O=C(c1ccoc1)N1CCC2(CC1)Oc1ccc(F)cc1C(=O)C21CC(c2cccnc2)=NO1 (stereo not given),0.4,-4,-2,0,7,9,-4,-0.2,-3
CN(C(=O)C1CCC(=O)N(CCc2ccc(Cl)cc2)C1)C1CCOCC1 (stereo not given),0.2,-5,20,-1,-13,-4,-4,-0.4,12
CSc1ccc(Cl)c(C(=O)OCC(=O)N2CCOCC2)c1,0.2,1,17,-2,3,-2,6,-0.6,9
CCOc1ccccc1-n1nnnc1SCC(=O)OC,-0.8,-5,4,2,-3,-5,4,0.0,23
COC(=O)c1sc(NC(=O)COc2cccc(C)c2)nc1C,0.5,-4,14,-1,1,-4,1,-1.0,0
O=C(CNC(=O)c1cccc(Br)c1)N/N=C/c1cc(Br)cc(Br)c1O,-0.7,0,-16,-4,3,34,-2,0.6,-8
CNS(=O)(=O)c1cccc(C(=O)NCC(c2cccs2)N2CCOCC2)c1 (stereo not given),0.4,-2,4,2,4,0,-1,0.0,0
CC(Sc1ccc2c(c1)OCCO2)C(=O)Nc1ncc(Cl)cc1Cl (stereo not given),-0.4,1,43*,-10,1,3,-1,1.9,-22
Cc1ccc2nc(NC(=O)c3ccccn3)sc2c1,0.3,-2,-24,-2,11,8,5,-0.6,10
COc1cc(S(=O)(=O)NCCN2CCOCC2)ccc1-n1cnnn1,-0.8,-11,2,5,0,0,3,-0.7,-5
COc1cc(OC)cc(C(=O)Nc2ccc3c(c2)COC3=O)c1,0.3,-2,-6,0,4,-2,-2,0.0,3
Cc1ccc(CN2CCCC2(C)C(=O)NC(C)C)cc1 (stereo not given),0.0,-2,15,-1,-15,-6,-6,-0.2,9
COc1ccccc1OCCSc1nc2ccccc2c(=O)[nH]1,1.4,-2,19,-11,17,2,8,-1.0,0
O=C(NCCCN1CCC(Cc2ccccc2)CC1)C1CCC(=O)N1C1CCCC1 (stereo not given),-0.6,-2,-6,11,9,-6,-2,-0.5,-15
Cn1nnnc1NCc1ccc(Cl)cc1,-0.6,-3,-1,-12,0,-6,-2,-0.4,3
COC(=O)/C(C#N)=C/N(C)C,1.2,-5,7,5,-9,-7,0,-0.7,-10
CC(=O)/C(=C\Nc1ccc(OCc2ccccc2)cc1)c1ccccc1,-0.1,-4,-4,-1,9,13,-3,-1.0,4
CO/N=C(/CS(=O)Cc1ccc(Cl)cc1)c1ccc(Cl)cc1 (stereo not given),0.0,-1,-2,3,8,26,-2,0.7,2
CN(C)c1ccnc(N(Cc2ccccc2)Cc2ccccc2)c1C#N,x,-1,9,-4,3,34,-4,0.5,-16
N#C/C(=C/c1cccn1-c1cccc(C(=O)O)c1)c1ccc(F)cc1,4.0,-6,-9,-6,-1,-5,-1,0.1,-6
CCc1ccccc1NC(=O)CCN1C(=O)C2C3CCC(C3)C2C1=O (stereo not given),-0.2,-4,-5,0,-3,-9,2,-0.3,12
CCCCCCCCC(=O)c1c(OC)oc(C=O)cc1=O,0.5,-3,-85,-158,17,-17,-12,0.0,-209
O=C(CN1C(=O)C2CC=C(Cl)CC2C1=O)Nc1ccc(C(=O)O)cc1 (stereo not given),-1.0,-4,16,-1,-14,-3,-1,-0.8,-5
CN1CCN(C(CNC(=O)C(=O)NC2CCCCC2)c2ccc(F)cc2)CC1 (stereo not given),-1.5,-2,5,-2,6,-6,0,-0.4,6
CN(CC1CCOCC1)C(=O)CC1C(=O)NCCN1Cc1ccc(-c2ccccc2)cc1 (stereo not given),1.7,-2,8,2,4,-1,2,-0.4,-22
COc1ccc2[nH]c(=O)c(CNc3ccc(C)cc3C)cc2c1,2.9,-5,6,1,0,-4,-5,-0.4,-13
CCOC(=O)C1=C(C)NC(C)=C(C(=O)OCC)C1,0.3&0.3,-1&0,-2&-15,-6&3,18&0,-7&3,0&-3,0.1&0.4,-11&-14
CCN(CC(=O)Nc1ccccc1-c1ccccc1)Cc1nc2ccccc2c(=O)[nH]1,-0.5,5,-9,-9,-22,1,-14,-0.3,-7

# Compound activity: PubChem BioAssay, several laboratories

# The order is random; any-hit rate near 4%.
